Insulin prom inh = TRM-6 insulin promoter activity inhibition; inhibition, % at 2 µM; TRM-6 cells (human fetal islet line), insulin promoter-eGFP reporter, imaging; reporter expression induced with tamoxifen; AID 1273; hit rate 0.9% among 130,000;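 active means inhibition above the mean plus 3 SD, with well images judged a real hit on visual review, cut at about 60% in these data, passing the limit was not always enough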
sdo1 growth = restores growth of sdo1-depleted yeast; hit rate 0.21% among 140,000; S. cerevisiae sdo1-depleted JHY4D growth rescue, OD600 30 h; stronger effect = higher value; pdr5 snq2 efflux-pump mutant strain; z-score at 10 µM; AID 817;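 active means z-score above 3 at both the 24 hr and the 30 hr optical density reads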;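 further: z-score against mean and SD of all compound wells on the same plate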
sdo1 growth Rescue 24 h = second read-out of sdo1 growth, no call of its own (marks repeat the call); z-score; S. cerevisiae sdo1-depleted JHY4D growth rescue, OD600; measured here: growth rescue at 24 h;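 0 is the plate mean of compound wells and units are plate SD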
* marks the source's active call; other numbers are inactive results.

O=c1[nH]ncc(NCCCO)c1Cl was read as Insulin prom inh -419, sdo1 growth 1.8 and sdo1 growth Rescue 24 h 2.6.
Cc1cc(=O)oc2cc(OCC(=O)OCC(=O)NC(C)C)ccc12 was read as Insulin prom inh 24.
For c1ccc2c(c1)nc1n2CCN1 the results were Insulin prom inh 10, sdo1 growth 1.4 and sdo1 growth Rescue 24 h 2.1.
`O=C(Nc1ccc(Cl)c(Cl)c1)Nc1nc(-c2ccccc2)cs1` gave sdo1 growth 0.14 and sdo1 growth Rescue 24 h 0.7.
Screening Cc1cccc(Cn2nc(C)c(NC(=O)c3ccc(F)cc3)c2C)c1 returned Insulin prom inh -7.
For COC(=O)CSc1ncccc1-c1nc2ccccc2[nH]1 the results were Insulin prom inh 39, sdo1 growth -0.06 and sdo1 growth Rescue 24 h 0.25.
For Cc1cccc(Nc2ncc3c(n2)CC(C)CC3=O)c1 (stereo unspecified) the results were Insulin prom inh -44, sdo1 growth -1.2 and sdo1 growth Rescue 24 h -0.63.
`Cc1ccc(NC(=O)CSc2nc(-c3ccco3)cc(C(F)(F)F)n2)cc1C` gave Insulin prom inh 0, sdo1 growth -0.87 and sdo1 growth Rescue 24 h -0.51.
`COc1cc(C(=O)O)nc2ccc([N+](=O)[O-])cc12` gave Insulin prom inh 33.
Screening CC(=O)Nc1ccc(S(=O)(=O)N2CCN(C(C)CCc3ccccc3)CC2)cc1 (stereo unspecified) returned Insulin prom inh -26, sdo1 growth 0.45 and sdo1 growth Rescue 24 h 0.12.
COc1ccc(N=c2oc3c(OC)cccc3cc2C(=O)NCc2ccco2)c(OC)c1 was read as Insulin prom inh 21, sdo1 growth -0.27 and sdo1 growth Rescue 24 h 0.47.
Screening CCOC(=O)/C(N=Nc1sc(C(=O)OC)c(C)c1C(=O)OCC)=C(\O)CCl returned sdo1 growth -0.42 and sdo1 growth Rescue 24 h -0.92.
For Cc1ccc2c(c1)-c1c(ssc1=S)C(C)(C)N2C(=O)c1ccco1 the results were Insulin prom inh 71, sdo1 growth -1.7 and sdo1 growth Rescue 24 h -0.84.
For Cc1ccccc1C(=O)Nc1cccc(NC(=S)NC(=O)c2cccs2)c1 the results were Insulin prom inh 20, sdo1 growth -0.66 and sdo1 growth Rescue 24 h 2.1.
COC(=O)c1ccccc1NC(=O)C1CCCN(S(=O)(=O)c2ccccc2)C1 (stereo unspecified) was read as Insulin prom inh 25, sdo1 growth -1.4 and sdo1 growth Rescue 24 h -0.65.
CC1CCCN(Cc2cccc(Oc3ccccc3)c2)C1 (stereo unspecified) was read as Insulin prom inh 11, sdo1 growth 0.42 and sdo1 growth Rescue 24 h -0.08.
`Cc1ccc(S(=O)(=O)N(C)CC(O)Cn2c3ccccc3c3ccccc32)cc1` (stereo unspecified) gave Insulin prom inh -54, sdo1 growth -2.1 and sdo1 growth Rescue 24 h -1.3.
`O=C(COC(=O)CCSc1ccc(Cl)cc1)NCCc1ccccc1` gave sdo1 growth 0.74 and sdo1 growth Rescue 24 h 0.67.
For COc1cc(C(=O)OCC(=O)Nc2c(F)cccc2F)cc(OC)c1C the results were Insulin prom inh 21.
For Cc1ccccc1Cn1c(CN2CCN(c3ccc(F)cc3)CC2)nc2c1c(=O)n(C)c(=O)n2C the results were Insulin prom inh -29, sdo1 growth -0.35 and sdo1 growth Rescue 24 h -1.2.
`Cn1c(=O)[nH]c(=O)c2c1nc(SCC(=O)O)n2CCc1ccccc1` gave Insulin prom inh -54, sdo1 growth 0.5 and sdo1 growth Rescue 24 h 0.12.
O=C(O)C1C2C=CC(C2)C1C(=O)NCc1ccc(Cl)c(Cl)c1 (stereo unspecified) was read as Insulin prom inh -54, sdo1 growth 0.1 and sdo1 growth Rescue 24 h 0.33.
For O=C(Nc1ccc(N2CCOCC2)c(Cl)c1)c1ccc(F)cc1 the results were Insulin prom inh 46, sdo1 growth 0.36 and sdo1 growth Rescue 24 h 0.99.
For CC(C)(C)c1ccc(C(=O)c2c[nH]c(C(=O)NCc3ccco3)c2)cc1 the results were sdo1 growth -0.38 and sdo1 growth Rescue 24 h 0.32.
Screening Cc1nn(CC(=O)NCc2ccc(OC(C)C)cc2)c(=O)c2cc3occc3n12 returned sdo1 growth 0.34 and sdo1 growth Rescue 24 h 0.08.
Screening COC(=O)c1ccc(NC(=S)NC2CC3CCC2C3)cc1 (stereo unspecified) returned Insulin prom inh 25, sdo1 growth -0.66 and sdo1 growth Rescue 24 h -0.61.
`Cc1ccc(NC(=S)NCc2cccs2)c(C)c1` gave Insulin prom inh 0, sdo1 growth -0.41 and sdo1 growth Rescue 24 h -0.37.
Cc1cc(C)nc(SCc2nnc(SCC#N)n2-c2cccc(Cl)c2)n1 was read as Insulin prom inh -10, sdo1 growth -0.57 and sdo1 growth Rescue 24 h -0.71.
`CCCCn1cnc2c([nH]c3cc(OC)ccc32)c1=O` gave Insulin prom inh -34, sdo1 growth -0.11 and sdo1 growth Rescue 24 h -0.62.
`CCOC(=O)Cn1c(CN(Cc2ccccc2)Cc2ccccc2)nc2c1c(=O)[nH]c(=O)n2C` gave Insulin prom inh -25, sdo1 growth -0.97 and sdo1 growth Rescue 24 h 0.91.
`CC(C)CC(NS(=O)(=O)c1cccc(C(=O)O)c1)C(=O)O` (stereo unspecified) gave Insulin prom inh 64.
Screening COc1ccc(N2C(=O)C(Cl)=C(NCc3ccccc3)C2=O)cc1 returned Insulin prom inh 12, sdo1 growth -0.53 and sdo1 growth Rescue 24 h -0.36.
`CC1CCN(C(=S)Nc2ccc(F)cc2)CC1` gave Insulin prom inh 25, sdo1 growth 0.63 and sdo1 growth Rescue 24 h 0.16.
`CCc1ccccc1N(CC(=O)N1CCN(c2ccc(F)cc2)CC1)S(C)(=O)=O` gave Insulin prom inh -64, sdo1 growth 1.6 and sdo1 growth Rescue 24 h 1.
Screening CCN(C(=O)COC(=O)COc1ccc2c(C)cc(=O)oc2c1)C1CCS(=O)(=O)C1 (stereo unspecified) returned Insulin prom inh 0.
For Cc1ccc(S(=O)(=O)N2CCN(C(=O)c3ccccn3)CC2)cc1 the results were Insulin prom inh 12.
Screening CCCCN(C)C(=O)c1ccc2c(c1)N(CC)C(=O)c1ccccc1S2(=O)=O returned Insulin prom inh 14, sdo1 growth -0.2 and sdo1 growth Rescue 24 h -0.78.
Screening CCCc1cc(N2CCN(c3ccccn3)CC2)n2nc(C)c(-c3ccccc3)c2n1 returned sdo1 growth -0.64 and sdo1 growth Rescue 24 h 0.26.
Screening COc1ccccc1CNC(=O)COC(=O)c1n[nH]c2ccccc12 returned Insulin prom inh -32, sdo1 growth -0.39 and sdo1 growth Rescue 24 h 0.18.
COc1ccc(-c2nnc(SC(C)C(=O)NNC(=O)c3ccc(C)cc3)o2)cc1 (stereo unspecified) was read as Insulin prom inh -9, sdo1 growth 0.24 and sdo1 growth Rescue 24 h 0.46.
`COc1ccc(S(=O)(=O)Nc2ccccc2OC)cc1NC(=O)CC1CC2CCC1C2` (stereo unspecified) gave Insulin prom inh 2, sdo1 growth -0.74 and sdo1 growth Rescue 24 h -0.08.
`Cc1sc(NC(=O)c2cccs2)c(C(=O)OC(C)C)c1C` gave Insulin prom inh 48, sdo1 growth 0.48 and sdo1 growth Rescue 24 h 2.6.
Screening COc1cc(C=C(c2nc3ccccc3s2)c2nc3ccccc3s2)ccc1O returned Insulin prom inh -123, sdo1 growth -1.3 and sdo1 growth Rescue 24 h -1.1.
`Cc1c(/C(Cc2ccccc2)=N/O)c2ccccc2n1C` gave Insulin prom inh -20, sdo1 growth -1.7 and sdo1 growth Rescue 24 h -1.8.
For Cc1c(/C=N/n2cnnc2)c2ccccc2n1CCOc1ccc(Cl)cc1 the results were sdo1 growth -1 and sdo1 growth Rescue 24 h -0.84.
For O=C(CSc1nc(O)c(Cc2ccccc2)c(=O)n1-c1ccccc1)N1CCOCC1 the results were Insulin prom inh -13, sdo1 growth -0.92 and sdo1 growth Rescue 24 h -0.46.
CC(=O)Oc1ccc(Oc2ccc(-c3noc(C)n3)cc2)cc1 was read as Insulin prom inh -75, sdo1 growth -1 and sdo1 growth Rescue 24 h -0.83.
Screening COc1ccc(Cc2nnc(NC(=O)CSc3ccc(C)cc3)s2)cc1OC returned Insulin prom inh -23, sdo1 growth -0.82 and sdo1 growth Rescue 24 h -0.87.

7 entries picked at random from the list so far:
Screening CCN(C(=O)COC(=O)COc1ccc2c(C)cc(=O)oc2c1)C1CCS(=O)(=O)C1 (stereo unspecified) returned Insulin prom inh 0.
`COc1cc(C(=O)O)nc2ccc([N+](=O)[O-])cc12` gave Insulin prom inh 33.
For Cc1c(/C=N/n2cnnc2)c2ccccc2n1CCOc1ccc(Cl)cc1 the results were sdo1 growth -1 and sdo1 growth Rescue 24 h -0.84.
`CCOC(=O)Cn1c(CN(Cc2ccccc2)Cc2ccccc2)nc2c1c(=O)[nH]c(=O)n2C` gave Insulin prom inh -25, sdo1 growth -0.97 and sdo1 growth Rescue 24 h 0.91.
`Cn1c(=O)[nH]c(=O)c2c1nc(SCC(=O)O)n2CCc1ccccc1` gave Insulin prom inh -54, sdo1 growth 0.5 and sdo1 growth Rescue 24 h 0.12.
`Cc1ccc(S(=O)(=O)N(C)CC(O)Cn2c3ccccc3c3ccccc32)cc1` (stereo unspecified) gave Insulin prom inh -54, sdo1 growth -2.1 and sdo1 growth Rescue 24 h -1.3.
Screening Cc1nn(CC(=O)NCc2ccc(OC(C)C)cc2)c(=O)c2cc3occc3n12 returned sdo1 growth 0.34 and sdo1 growth Rescue 24 h 0.08.

Next part
CC(C)(C)/C(O)=C/c1nc2ccccc2oc1=O was read as Insulin prom inh -71.
Screening Cc1ccccc1-c1nc(-c2ccc(NC(=O)c3ccc4c(c3)OCO4)cc2)no1 returned Insulin prom inh -19, sdo1 growth -1.1 and sdo1 growth Rescue 24 h -0.24.
For CCN(CC)S(=O)(=O)c1ccc(C(=O)Nc2nnc(C(C)C)s2)cc1 the results were sdo1 growth -0.11 and sdo1 growth Rescue 24 h -0.38.
For CC(=O)NS(=O)(=O)c1ccc(N=c2ssc3c2-c2cc(C)ccc2NC3(C)C)cc1 the results were Insulin prom inh -26, sdo1 growth 0.36 and sdo1 growth Rescue 24 h 1.2.
CNCCOc1ccccc1-c1ccccc1 was read as Insulin prom inh 3, sdo1 growth 1 and sdo1 growth Rescue 24 h 0.73.
`Cc1ccc(CNC(=O)C2CCCN(c3nc4ccccc4o3)C2)cc1` (stereo unspecified) gave Insulin prom inh -75, sdo1 growth -0.21 and sdo1 growth Rescue 24 h -0.58.
Screening COc1ccccc1NC(=O)C(=O)N/N=C(\C)CC(=O)Nc1ccccn1 returned Insulin prom inh -15.
Screening CC1CCCCN1C(=O)COC(=O)c1n[nH]c2ccccc12 (stereo unspecified) returned Insulin prom inh 12, sdo1 growth -0.41 and sdo1 growth Rescue 24 h -0.61.
For COc1ccc2nc(-n3c(C)ccc3C)sc2c1 the results were Insulin prom inh -44, sdo1 growth -0.54 and sdo1 growth Rescue 24 h 0.45.
COc1ccc(/C(O)=C2\C(=O)C(=O)N(c3cc(C)on3)C2c2cccc(OC)c2OC)cc1C (stereo unspecified) was read as sdo1 growth 1.6 and sdo1 growth Rescue 24 h 1.7.
For COCCCNC(=S)NNC(=O)c1ccc(S(=O)(=O)N2CCC(C)CC2)cc1 the results were Insulin prom inh 22.
Cc1cccc(NC(=O)C2c3ccccc3Oc3ccccc32)n1 was read as Insulin prom inh 7.
`COc1ccc([C@H]2[C@H](C(C)=O)N3N=Cc4ccccc4C3C23C(=O)OC(C)(C)OC3=O)cc1` (stereo partly specified) gave Insulin prom inh -26, sdo1 growth 0.42 and sdo1 growth Rescue 24 h -0.52.
CCOC(=O)c1ccc(NC(=O)Nc2c(C)nn(C)c2C)cc1 was read as Insulin prom inh -7, sdo1 growth 0.86 and sdo1 growth Rescue 24 h 0.69.
CCN1CCN(C(=O)Cn2ncc3ccsc3c2=O)CC1 was read as sdo1 growth 0.34 and sdo1 growth Rescue 24 h -0.07.
Screening Cc1ccccc1OCCN1C(=O)NC2(CCCc3ccccc32)C1=O (stereo unspecified) returned Insulin prom inh -50, sdo1 growth -1.5 and sdo1 growth Rescue 24 h -1.1.
For C=Cn1cc[n+](CC(=O)c2ccc(C)cc2)c1 the results were Insulin prom inh 14.
Cc1ccc(-c2nnc(SCC(=O)n3c4c(c5ccccc53)CCCC4)o2)cc1 was read as Insulin prom inh -16, sdo1 growth -0.54 and sdo1 growth Rescue 24 h -0.5.
For Cc1ccc(S(=O)(=O)C(NC(=O)c2ccccc2)=C(Cl)Cl)cc1 the results were Insulin prom inh -23.

Screening results: PubChem, several laboratories

Not all compounds are listed; rates above refer to the full screens.
